Neddyl block: inhibitors of human cullin neddylation; AID 651699; 0.58% of 360,000 active; TR-FRET cullin neddylation, biochemical; calls only at 25 µM; P61081+Q13564; in the data active means inhibition above about 36%
PABP1 MLLE inh: inhibitors of microRNA-mediated deadenylation, human PABP1 MLLE binding. P11940. AID 588489. inhibition, % at 20 µM. 0.36% of 360,000 active. GST-MLLE / FITC-PAM2 fluorescence polarization; in the data active means inhibition above about 35%, passing the limit was not always enough;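 further: plate controls were DMSO wells with GST-MLLE for no effect and wells lacking GST-MLLE protein for full effect; some results filed as inactive read as strong as hits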
SKN-1 block: C. elegans SKN-1 inhibition. inhibition, % at 21.8 µM. C. elegans VP596 Pgst-4::GFP/RFP ratio, acrylamide-induced, 24 h. 0.49% of 360,000 active;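 active means interference check ratio from 0.5 to 1.5 plus GFP to RFP signal ratio inhibition reaching or exceeding a fixed threshold, cut at about 30% in these data, passing the limit was not always enough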; further: some compounds called inactive have numbers as strong as hits
MT1-MMP act inh: blocks activation of human MT1-MMP; 0.061% of 360,000 active; HT1080 RFP-PRO-GFP cells, GFP/RFP ratio fluorescence, overnight; percent of plate control window, DMSO zero; P50281; AID 651647; GFP/RFP ratio change, % at 20 µM;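 active means GFP/RFP ratio change of at least 30% with cell ATP level not reduced by more than half and red fluorescence within 50% of control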; further: strong numbers were not always called active
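Assay system: HT1080 cells carrying an RFP-PRO-GFP reporter | Dosing: Single dose of 20 µM compound, 1% DMSO final | Incubation: Cells overnight before dosing, compound overnight, 37 °C, 5% CO2 | Evaluation: GFP/RFP fluorescence ratio | Control set: DMSO and RFP-L50D-GFP cell wells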
CendR NRP1 mod: NRP-1/CendR interaction modulation; FAM-RPARPAR peptide binding to NRP-1, fluorescence polarization; 0.85% of 360,000 active; inhibition, % at 25 µM; O14786;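 active means inhibition or corrected inhibition above about 18%, plus a signal ratio from 0.5 to 1.5, limit read from the data, passing the limit was not always enough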; further: strong numbers were not always called active
Rin1-Abl PPI inh: human Rin1-Abl interaction inhibition | inhibition, % at 7.35 µM | TR-FRET Rin1/Abl binding, biochemical | 0.4% of 360,000 active | AID 588664; in the data active means inhibition above about 5%, passing the limit was not always enough
eLon inh: inhibits E. coli Lon protease; P0A9M0; purified E. coli Lon protease, fluorescence polarization; inhibition, % at 7.94 µM; 0.42% of 360,000 active; AID 602123; in the data active means inhibition above about 13%, passing the limit was not always enough;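 further: 0% = enzyme with probe and DMSO and 100% = no enzyme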
Target sequence (P0A9M0 whole entry, looked up): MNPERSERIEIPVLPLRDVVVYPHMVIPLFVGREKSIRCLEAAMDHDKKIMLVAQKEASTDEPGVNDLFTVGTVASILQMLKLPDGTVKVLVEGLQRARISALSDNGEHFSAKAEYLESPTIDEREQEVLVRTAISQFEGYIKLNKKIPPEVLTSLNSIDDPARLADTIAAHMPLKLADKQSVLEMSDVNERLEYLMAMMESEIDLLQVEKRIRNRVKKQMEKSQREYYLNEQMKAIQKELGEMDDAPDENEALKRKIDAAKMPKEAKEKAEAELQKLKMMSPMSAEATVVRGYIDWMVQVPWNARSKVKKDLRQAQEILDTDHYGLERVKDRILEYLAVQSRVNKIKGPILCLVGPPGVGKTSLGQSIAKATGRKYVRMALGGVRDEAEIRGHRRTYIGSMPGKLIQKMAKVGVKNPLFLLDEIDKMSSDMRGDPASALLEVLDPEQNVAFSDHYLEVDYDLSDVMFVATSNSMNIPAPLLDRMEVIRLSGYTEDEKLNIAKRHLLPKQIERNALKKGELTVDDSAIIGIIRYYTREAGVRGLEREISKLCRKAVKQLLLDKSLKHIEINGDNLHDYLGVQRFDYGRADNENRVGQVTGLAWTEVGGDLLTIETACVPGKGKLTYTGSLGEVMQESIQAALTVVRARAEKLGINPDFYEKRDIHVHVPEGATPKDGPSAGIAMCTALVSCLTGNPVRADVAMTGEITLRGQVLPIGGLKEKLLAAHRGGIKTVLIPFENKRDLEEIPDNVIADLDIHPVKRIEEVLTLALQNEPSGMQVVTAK
bovine MsrA act: bovine methionine sulfoxide reductase A activation | purified bovine MsrA, absorbance read-out | activation, % at 10.6 µM | 0.3% of 360,000 active; in the data active means activation above about 7.5%;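 further: 0% = vehicle and 100% = reference activator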
FAS TE block: FAS thioesterase (human) inhibition | P49327 | inhibition, % at 15 µM | recombinant FAS-TE, OMFH fluorogenic substrate, fluorescence endpoint | 0.67% of 360,000 active | AID 602261;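 active means compounds whose normalised, plate-corrected inhibition of enzyme fluorescence in the single-dose primary screen is 50% or more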;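 further: 0% = DMSO with enzyme and 100% = substrate without enzyme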
Starred values were filed as active, the others as inactive; i = inactive; / = not tested or not shown. Rows were taken by chance (roughly 4% active in at least one column).

SMILES	Neddyl block	PABP1 MLLE inh	SKN-1 block	MT1-MMP act inh	CendR NRP1 mod	Rin1-Abl PPI inh	eLon inh	bovine MsrA act	FAS TE block
Nc1cc(S(=O)(=O)N2CCCCC2)ccc1N1CCOCC1	i	-3.0	-9.6	5.3	-3.8	1.1	-2.3	-2.8	-2.1
O=C(Nc1ccccc1C(=O)NC(Cc1c[nH]c2ccccc12)C(=O)O)c1ccccc1 (stereo not drawn)	i	1.7	-7.2	-8.0	-13.8	0.7	-9.7	-5.0	-3.9
N#CCSc1nnc(Nc2ccccc2)s1	i	-8.2	-0.5	-0.2	-15.7	-2.5	1.1	-1.1	-15.8
N#Cc1ccc(-c2csc(NC(=O)c3ccc(S(=O)(=O)N4CCc5ccccc5C4)cc3)n2)cc1	i	17.8	11.7	9.1	2.8	-3.5	2.0	0.2	6.6
O=C(C[C@H]1C/C=C\C[C@@H](Cc2ccc(F)cc2)C(=O)O[C@H](c2ccccc2)CNC1=O)NCCO	i	1.7	6.6	-1.1	17.8*	3.8	11.2	-3.9	-8.4
COc1ccccc1C(=O)NC(CCSC)C(=O)NCC(c1ccco1)N(C)C (stereo not drawn)	i	4.1	-6.6	-39.8	-9.2	0.1	-5.7	-2.2	-3.4
Cc1ccc(-c2nnc(N3CCN(C(=O)c4cccs4)CC3)c3ccccc23)cc1	i	-0.8	-1.5	-2.1	-9.3	6.3*	5.1	-0.1	10.8
CS(=O)(=O)c1cccc(-c2nnc(NC(=O)c3ccc4ncsc4c3)o2)c1	i	18.7	-11.7	-0.7	5.3	3.8	-4.4	-4.6	-7.5
CCOC(=O)[C@H]1[C@H]2COc3ccc(Br)cc3[C@@H]2N2C(=O)c3ccc(F)cc3NC(=O)[C@@]12C	i	-0.8	12.5	-7.5	7.3	-1.0	-0.1	-0.4	20.0
O=C(NC1CCCC1)C(c1ccc(F)cc1)N(Cc1ccc(F)cc1)C(=O)CCl (stereo not drawn)	i	5.4	6.7	5.0	4.0	-1.1	-2.0	-4.5	12.4
CC1Cc2ccccc2N1C(=O)CSc1nnc2c(n1)[nH]c1ccc(F)cc12 (stereo not drawn)	i	23.0	1.7	-3.6	22.3*	0.8	13.3	-1.4	0.4
COc1ccc(N2C(=O)CC(n3c(CCCCO)nc4ccccc43)C2=O)cc1 (stereo not drawn)	i	23.3	0.5	-3.5	-0.5	-2.9	-10.3	-8.0	-5.4

One compound at a time, from the list above. Screens in order: Neddyl block	PABP1 MLLE inh	SKN-1 block	MT1-MMP act inh	CendR NRP1 mod	Rin1-Abl PPI inh	eLon inh	bovine MsrA act	FAS TE block
Record of N#CCSc1nnc(Nc2ccccc2)s1 → i	-8.2	-0.5	-0.2	-15.7	-2.5	1.1	-1.1	-15.8
Record of O=C(Nc1ccccc1C(=O)NC(Cc1c[nH]c2ccccc12)C(=O)O)c1ccccc1 (stereo not drawn) → i	1.7	-7.2	-8.0	-13.8	0.7	-9.7	-5.0	-3.9
Record of Nc1cc(S(=O)(=O)N2CCCCC2)ccc1N1CCOCC1 → i	-3.0	-9.6	5.3	-3.8	1.1	-2.3	-2.8	-2.1
Record of Cc1ccc(-c2nnc(N3CCN(C(=O)c4cccs4)CC3)c3ccccc23)cc1 → i	-0.8	-1.5	-2.1	-9.3	6.3*	5.1	-0.1	10.8
Record of CC1Cc2ccccc2N1C(=O)CSc1nnc2c(n1)[nH]c1ccc(F)cc12 (stereo not drawn) → i	23.0	1.7	-3.6	22.3*	0.8	13.3	-1.4	0.4

Going on with the list:
SMILES	Neddyl block	PABP1 MLLE inh	SKN-1 block	MT1-MMP act inh	CendR NRP1 mod	Rin1-Abl PPI inh	eLon inh	bovine MsrA act	FAS TE block
O=C(NCc1ccc(F)cc1)c1cc(C2CCCCN2S(=O)(=O)c2ccc(F)cc2F)on1 (stereo not drawn)	i	-11.2	5.8	-4.5	2.6	0.3	-2.7	-4.2	14.1
CC(C)N(C(=O)[C@H]1C[C@H](CC(=O)NCCCn2ccnc2)C(=O)N2CCc3c([nH]c4cc(CCC(=O)N(C)C)ccc34)[C@]12C)C(C)C	i	8.6	-9.7	3.2	2.1	0.9	0.5	7.4	-7.0
C=CCc1ccccc1OCC(O)CN(C(C)C)C(C)C (stereo not drawn)	i	-17.4	9.1	3.9	2.7	-0.1	-2.7	-2.7	-1.7
COC(=O)c1sccc1S(=O)(=O)N1CCCC(N(C)CCc2ccccn2)C1 (stereo not drawn)	i	3.3	23.4	-0.9	-7.4	-0.7	1.7	-2.4	-1.5
O=C(NC(=S)Nc1cc(Cl)ccc1N1CCOCC1)c1ccc(-c2cccc(Cl)c2)o1	i	14.1	2.0	-2.5	4.5	-1.2	-11.1	-10.1	14.9
CC(C)/C=N/NC(=O)c1cccc(N2CCCC2=O)c1	i	-21.2	1.0	2.8	-1.1	-1.0	5.8	-4.4	-15.3
Cc1ccc(S(=O)(=O)CCc2ccccn2)cc1	i	9.2	1.7	-0.8	3.5	0.1	-3.3	-0.3	-7.8
Cc1c(Cl)ccc2c1NC(=O)C21NC(CCC(N)=O)[C@H]2C(=O)N(c3ccc(Cl)cc3)C(=O)[C@H]21 (stereo partly drawn)	i	4.3	-8.6	-6.4	5.8	-1.5	-2.3	-8.5	2.8
C#Cc1ccc([C@@H]2C=C(C(=O)NCc3nc4ccccc4[nH]3)O[C@H](OCC)[C@H]2CCCO)cc1	i	-16.4	12.8	-5.3	5.2	2.8	-5.6	-0.7	1.1
O=C1CNC(=O)/C(=C\c2ccc(F)cc2)N1	i	-2.2	-21.4	2.0	12.9	0.8	-5.8	-4.6	-7.2
CC1=Nc2ccccc2/C1=C/c1nc(-c2ccc(C)s2)oc1O	i	-83.4	7.1	0.4	62.2	1.0	-249.2	-2.0	-12.7
O=C(CNC(=O)c1cccs1)OCc1c(F)cccc1Cl	i	8.7	-19.7	2.8	2.8	0.2	-2.7	-2.8	-2.3
COc1ccc(NC(=O)C2=C(C)C(=O)OC23CCC(C)CC3)cc1Cl (stereo not drawn)	i	-16.2	-8.7	20.0	1.4	-2.5	9.0	-7.8	18.4
CCOC(=O)c1ccc(N/C=C\C(=O)c2cccc(OC)c2)cc1	i	-14.4	-7.1	8.6	5.2	4.3	6.9	-13.9	10.6
C#CCOCCOCCOCCNc1nc(N2CCN(C(=O)[C@H](CCC(=O)O)n3cc(CN)nn3)CC2)nc(N2CCN(C(=O)[C@H](CCCCN)n3cc([C@@H](N)CC(N)=O)nn3)CC2)n1	i	8.7	-18.3	-0.2	-9.3	-0.9	-0.6	-2.6	-6.5
CCOc1ccc(-n2c(Cc3cc(=O)[nH]c(=O)[nH]3)nnc2SCC)cc1	i	-7.4	-10.9	-3.1	-4.2	-2.5	5.5	-2.0	-9.1
CN(C)/C=C(\C=O)c1ncc(C(F)(F)F)cc1Cl	i	0.7	-0.1	-7.3	10.2	6.5	-2.1	-2.4	-9.1
O=C1CCc2cc(S(=O)(=O)Nc3ccccc3)ccc2N1	i	-0.1	9.6	-2.8	1.4	3.6	-5.8	-0.9	-7.4
COCC1CCN(Cc2nc(COc3ccccc3)no2)C1 (stereo not drawn)	i	-2.1	-9.2	5.1	2.8	3.0	-6.4	-1.9	-3.1
C=C(C)CN(CC)CCC(=O)Nc1ccc(OC)cc1OC	i	9.9	-0.9	1.4	-1.2	1.2	-5.0	-2.2	-9.3
CCOC(=O)c1c(N2C(=O)Nc3ccccc3N2O)sc2c1CCCC2	i	9.1	-5.6	0.6	-6.4	-1.9	-6.6	-10.0	-12.8
COC(=O)[C@H]1C[C@H]2[C@@H]3CC[C@H]4C[C@@H](OC)CC[C@]4(C)[C@H]3CC[C@]2(C)[C@@]2(CCCO2)O1	i	10.6	-2.3	-3.8	-4.0	-0.5	-13.8	-1.4	17.2
CSC1=NCCN1S(=O)(=O)c1ccc(NC(C)=O)cc1	i	-11.3	-3.7	-0.4	-0.2	-0.5	1.6	21.3*	-14.6
COc1ccccc1N(CC(=O)NCc1cccnc1)S(C)(=O)=O	i	8.3	3.0	-1.9	10.2	3.7	-13.2	-2.4	-9.1
C[N+]1(CC(O)COc2ccccc2)CCN(C(=O)c2ccc([N+](=O)[O-])cc2)CC1 (stereo not drawn)	i	-107.7	-3.6	/	-3.5	1.3	3.7	-11.3	-5.1
CNC(=O)c1ccsc1NC(=O)CS(=O)(=O)c1ccc(F)cc1	i	9.1	-5.3	3.7	-4.1	0.1	-8.0	-6.6	-3.0
O=C1c2ccccc2NC(c2ccc(-c3cccc([N+](=O)[O-])c3)o2)N1O (stereo not drawn)	i	5.3	4.2	-1.2	-5.7	-2.5	-1.0	-6.5	-10.3
Cc1c(C(=O)N2CCOCC2)c(S(=O)(=O)Nc2ccccc2)c(C)n1C	i	-13.7	2.0	-2.2	4.4	0.8	-3.0	-0.2	-8.3
COc1cc(/C=C2/C(=N)N3N=C(CC(=O)N4CCOCC4)SC3=NC2=O)ccc1OCc1ccc(F)cc1	i	0.1	13.5	-1.6	-46.1	-1.0	-3.9	2.8	-3.6
CCc1ccc(-c2csc(NC(=O)Oc3ccccc3)n2)cc1	i	-5.8	0.2	-3.3	-7.6	-2.2	2.5	0.8	-5.3
COc1ccc(S(=O)(=O)N/N=C\c2ccc([N+](=O)[O-])o2)c(OC)c1	i	0.5	10.2	-1.2	3.3	-1.9	-2.0	-3.5	-7.0
CC1CC(C)CN(S(=O)(=O)N2CCCC(C(=O)NC3CCCCC3C)C2)C1 (stereo not drawn)	i	6.3	11.3	-1.4	-5.1	-4.2	4.5	-3.4	2.8
COc1cc(OC)cc(C(=O)NCCCn2ccnc2)c1	i	-12.3	17.3	0.1	8.7	-0.7	-1.4	-2.0	-3.6
c1ccc(Nc2ccccn2)nc1	i	-2.3	3.7	7.3	4.5	-3.7	-12.1	-1.9	-2.8
Nc1ncc(Br)cc1S(=O)(=O)NCCc1ccccc1	i	-6.3	0.4	-2.5	-0.3	0.8	-0.3	-2.9	-2.8
Cc1ccccc1-n1nc(C)c2c(C(=O)NN)cc(-c3ccncc3)nc21	i	9.6	-7.0	4.5	-7.5	-0.8	9.6	-14.1	-4.3
COc1ccc(C(C)=O)cc1CSCCC(=O)O	i	4.9	-14.8	7.7	6.1	2.8	0.0	-7.5	-8.6
C=CCOc1ccc(CN(C)C(=O)C2CCCO2)cc1 (stereo not drawn)	i	-9.0	4.5	/	5.2	5.1	1.0	-10.9	-8.1
O=c1[nH]c(/C=C/c2ccc(Br)cc2)nc2ccccc12	/	12.8	-4.2	6.1	-8.0	-0.8	6.8	-0.3	-5.1
O=C(CCN1C(=O)/C(=C\c2ccccc2)SC1=S)N1CCOCC1	i	14.0	6.3	0.2	-3.1	0.7	5.9	0.3	-0.4
COc1cccc(/C=C/C(=O)NNC(=O)c2ccncc2)c1OC	i	13.7	2.6	-2.6	18.7	-1.0	3.9	-1.9	-7.0
Cn1c(=O)cc(SCC(=O)NCCCN2CCN(c3ccccc3F)CC2)c2ccccc21	i	6.8	-41.3	1.6	7.9	-15.7	-0.8	-4.0	-2.1
CC(=O)c1cccc(NC(=S)N2CCN(S(C)(=O)=O)CC2)c1	i	-78.4	-12.8	1.5	14.1	1.7	1.0	-0.6	-4.1
Cc1c(C)n(CC(O)CN2CCCCCC2)c2ccccc12 (stereo not drawn)	i	1.3	-0.1	1.3	8.0	-1.3	1.7	-4.2	-7.2
Cc1cccc(-c2nnn(Cc3nnc(NC(=O)c4ccccc4)s3)n2)c1	i	-13.3	-22.6	3.8	-5.5	1.3	-4.5	-4.1	-7.1
O=S1(=O)CCC(NS(=O)(=O)c2cccc3cccnc23)C1 (stereo not drawn)	i	-5.8	-19.3	-0.9	-5.0	2.8	9.1	-11.0	-6.7
